CHT block: inhibitors of human choline transporter CHT; High affinity choline transporter 1 (Homo sapiens), Q9GZV3; AID 488975, 2010; hit rate 0.86% among 310,000; B-score at 10 µM; CHT-expressing cells, membrane potential dye, choline response; stronger effect = lower value;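 active = B-score over 3 SD under the library average, and starting fluorescence ratio not unusually high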;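 note: choline stimulus applied at its EC90 after an EC20 pre-addition; B-score computed on integrated fluorescence ratio after choline addition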
Target sequence (Q9GZV3 whole entry, looked up): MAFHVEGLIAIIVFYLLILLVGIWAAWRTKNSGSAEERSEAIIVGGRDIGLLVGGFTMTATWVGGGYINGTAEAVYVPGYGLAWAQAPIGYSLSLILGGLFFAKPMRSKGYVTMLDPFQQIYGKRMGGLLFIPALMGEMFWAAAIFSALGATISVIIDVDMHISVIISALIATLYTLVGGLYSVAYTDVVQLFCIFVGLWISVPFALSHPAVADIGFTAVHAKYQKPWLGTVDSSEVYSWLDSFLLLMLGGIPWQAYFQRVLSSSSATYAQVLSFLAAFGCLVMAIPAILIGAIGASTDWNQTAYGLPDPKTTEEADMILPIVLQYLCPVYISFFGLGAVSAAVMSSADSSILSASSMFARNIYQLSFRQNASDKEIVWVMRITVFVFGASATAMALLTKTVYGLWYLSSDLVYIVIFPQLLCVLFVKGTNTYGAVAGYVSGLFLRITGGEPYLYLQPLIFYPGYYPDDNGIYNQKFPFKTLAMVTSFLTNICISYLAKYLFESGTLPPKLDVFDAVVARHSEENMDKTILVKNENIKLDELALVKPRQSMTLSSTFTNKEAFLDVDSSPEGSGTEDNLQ
CHT PAM: CHT positive allosteric modulators, primary screen, cell-based, membrane potential dye, choline EC20; High affinity choline transporter 1 (Homo sapiens), Q9GZV3; CHT-expressing cells; stronger effect = higher value; LV-AA mutant CHT in HEK293 cells; B-score at 10 µM; hit rate 0.49% among 310,000; AID 488977, 2010;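 active = initial fluorescence not abnormally high and integrated response B-score, plate-corrected, over 3 SD above library mean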
* hit, by the source's call; i = inactive.

Every second line gives: CHT PAM | CHT block
1	COc1ccccc1C1/C(=C(/O)c2ccccc2)C(=O)C(=O)N1CC(C)C (centres undefined)
  i | i
2	CCC1CCCCN1C(=O)CCc1nnc(Cc2cc(OC)ccc2OC)o1 (centres undefined)
  i | i
3	COc1ccc(Cl)cc1NC(=O)CCCN1C(=O)CCC1=O
  i | i
4	CCOc1ccc2[nH]c(=O)c(CN(Cc3nnnn3Cc3ccco3)C3CCCCC3)cc2c1
  i | i
5	Nn1c(-c2ccc(O)cc2)nnc1-c1ccc(O)cc1
  i | i
6	CCCCCn1c(=O)[nH]c2cc(C(=O)NCCN3CCC(C)CC3)ccc2c1=O
  i | -6.1*
7	ON=Cc1cccn1-c1ccccc1
  i | i
8	Cn1cccc1Cc1nnc(SCC(=O)Nc2nc3ccccc3s2)n1CCc1ccccc1
  i | i
9	Cn1ncc(Br)c1C(=O)NC1C2CC3CC(C2)CC1C3 (centres undefined)
  i | i
10	COc1ccc(NC(=O)CN2CCN(CC(=O)Nc3ccc4c(c3)OCO4)CC2)cc1
  i | i
11	O=C(NCc1cccs1)C1CC(c2ccc(Cl)cc2)=NO1 (centres undefined)
  i | i
12	COCCNC(=S)N1CCN(c2nc(-c3ccc(Cl)cc3)cs2)CC1
  i | -7.5*
13	CC(C)NC(=O)C(c1ccc(F)cc1)N(C(=O)CCC(=O)Nc1ccccn1)c1ccccc1F (centres undefined)
  i | i
14	CN1c2ccsc2C(=O)/C(=C\Nc2cccc(C(F)(F)F)c2)S1(=O)=O
  i | i
15	O=C(Cn1c2[n+](c3ccccc31)CC(O)CS2)c1ccccc1 (centres undefined)
  i | i
16	CC(C)C(=O)Nc1nnc(SCC(=O)NCc2ccc3c(c2)OCO3)s1
  i | i
17	COCCN(C(=O)C(C)C)c1nnc(-c2ccc(C(C)(C)C)cc2)s1
  i | i
18	Cc1ccc(OCC(=O)NCCc2nc3ccccc3[nH]2)c(C)c1
  i | i
19	CN1CN(C)c2cccc3cccc1c23
  i | i
20	O=c1oc2c(CN3CCN(CCO)CC3)c(O)ccc2cc1-c1ccccn1
  i | i
21	O=C(c1noc2c1CCCCC2)N1CCOCC1
  i | i
22	CCOC(=O)CN(C(=O)CSc1nnc(CNc2ccc(F)cc2)o1)c1ccccc1
  i | i
23	CCn1c(=O)c(-c2nc3ccccc3[nH]2)c(O)c2ccccc21
  i | i
24	CN[C@@H]1CC[C@H](c2ccc(Cl)c(Cl)c2)c2ccccc21
  i | i
25	CCOc1ccc(OCC)c(NC(=O)CN(C)S(=O)(=O)c2ccc3nc(C)sc3c2)c1
  i | i
26	O=C(Nc1cccc([N+](=O)[O-])c1)C(=O)N1CCCCC1
  i | -5*
27	Cc1nn2c3c(cnc2c1-c1ccccc1)C(=O)CC(c1ccccc1)C3 (centres undefined)
  i | i
28	O=C(Nc1cccc(C(F)(F)F)c1)c1ccccc1NC(=O)C1CCCCC1
  i | i
29	NNC(=O)CNc1ccccc1Cl
  i | i
30	CCOC(=O)Cc1csc(NC(=O)c2ccc(Br)s2)n1
  i | i

Brought forward from above: 7 compounds; new compounds follow.
Every second line gives: CHT PAM | CHT block
24	CN[C@@H]1CC[C@H](c2ccc(Cl)c(Cl)c2)c2ccccc21
  i | i
25	CCOc1ccc(OCC)c(NC(=O)CN(C)S(=O)(=O)c2ccc3nc(C)sc3c2)c1
  i | i
26	O=C(Nc1cccc([N+](=O)[O-])c1)C(=O)N1CCCCC1
  i | -5*
27	Cc1nn2c3c(cnc2c1-c1ccccc1)C(=O)CC(c1ccccc1)C3 (centres undefined)
  i | i
28	O=C(Nc1cccc(C(F)(F)F)c1)c1ccccc1NC(=O)C1CCCCC1
  i | i
29	NNC(=O)CNc1ccccc1Cl
  i | i
30	CCOC(=O)Cc1csc(NC(=O)c2ccc(Br)s2)n1
  i | i
31	O=C(CN(Cc1ccc(Cl)cc1)C(=O)CNS(=O)(=O)c1ccc(F)cc1)NCC1CCCO1 (centres undefined)
  i | i
32	O=C(O)c1ccc(Nc2cccc(F)c2)c([N+](=O)[O-])c1
  i | i
33	CCOc1c(C(N)=O)cc([N+](=O)[O-])cc1[N+](=O)[O-]
  i | i
34	CCCC(=O)N1CCN(c2ccc(NC(=O)c3cccs3)cc2)CC1
  i | i
35	COc1ccc(C2=NN(C(=O)CCCC(=O)O)C(c3cccs3)C2)cc1OC (centres undefined)
  i | i
36	O=[N+]([O-])c1cc(/C=N/n2c(-c3cccnc3)n[nH]c2=S)ccc1Cl
  i | i
37	Cc1ccc(S(=O)(=O)NCc2ccccc2)cc1C(=O)N1CCCCCCC1
  i | i
38	CC1CCN(S(=O)(=O)c2ccc(N=NC3=C(O)CC(C)(C)CC3=O)cc2)CC1
  i | i
39	COC(=O)CCN(C(=O)c1cccc(OC(C)=O)c1)c1ccccn1
  i | i
40	Nc1nc(Cl)cc(Sc2ccc3ccccc3c2)n1
  i | i
41	O=C(NCc1cccnc1)C(=O)NCC(c1ccco1)N1CCOCC1 (centres undefined)
  i | i
42	CCOc1ccccc1NC(=O)Nc1ccccn1
  i | i
43	CCOC(=O)CN=C(NS(=O)(=O)c1ccc(Cl)cc1)c1ccccc1
  i | i
44	Cc1c(C(=O)NCc2cccs2)oc2ccccc12
  i | i
45	COC(=O)c1noc(-c2ccc(OC)cc2)n1
  i | i
46	CN(C)CCCN1c2ccc([N+](=O)[O-])cc2CCc2cc([N+](=O)[O-])ccc21
  i | i
47	Nc1nc2ccc(O)cc2s1
  i | i
48	O=C1CCC([N+](=O)[O-])C(c2cccc(Cl)c2Cl)N1 (centres undefined)
  i | i
49	O=C(CNC(=S)NC(=O)c1cccs1)c1ccccc1
  i | i
50	COC(=O)c1c(NC(=O)c2ccc(S(=O)(=O)N3CCOCC3)cc2)sc2c1CCN(C(C)C)C2
  i | i
51	Cn1c(CCN2CCCCC2)nc2cc(NC(=O)NC3CCCCC3)ccc21
  i | i
52	Cc1ccc(N(C(=O)c2ccco2)C(C(=O)NC2CCCC2)c2ccco2)c(C)c1 (centres undefined)
  i | i
53	Cc1ccccc1OCCn1cc(C=O)c2ccccc21
  i | i
54	CCOc1ccc2[nH]cc(C(=O)NCCc3ccccc3)c(=O)c2c1
  i | i
55	COc1ccc(-n2c(N)c(C(=O)NCC3CCCO3)sc2=S)cc1 (centres undefined)
  i | i
56	COc1ccc(C(=O)Nc2cc3c4c(c2)C(C)C(=O)N4CCC3)cc1 (centres undefined)
  i | i
57	Cc1sc(-c2ccccn2)nc1OC(=O)c1ccc(Cl)cc1
  i | i
58	O=C(NCc1ccccc1F)c1ccncc1
  i | i
59	Cc1nnc2n(Cc3ccccc3)c(=O)c3c4c(sc3n12)COC(C)(C)C4
  i | i
60	CC(Cc1ccccc1)NC(=O)C1CCCNC1=O (centres undefined)
  i | i

2 of these compounds, reformatted.
38: CC1CCN(S(=O)(=O)c2ccc(N=NC3=C(O)CC(C)(C)CC3=O)cc2)CC1
  CHT PAM: i	CHT block: i

39: COC(=O)CCN(C(=O)c1cccc(OC(C)=O)c1)c1ccccn1
  CHT PAM: i	CHT block: i

Going on with the list:
Every second line gives: CHT PAM | CHT block
61	O=C(NCc1ccncc1)C(=O)NCC(c1ccccc1)c1ccccc1
  i | i
62	O=C(CNC(=O)c1cn2ccccc2n1)Nc1ccc(F)c(F)c1
  i | i
63	Cc1cc(NS(=O)(=O)c2ccc(-c3ccccc3)cc2)no1
  i | i
64	COc1ccc(CCNC(=O)C2CCN(S(=O)(=O)c3ccc(-n4cnnn4)cc3)CC2)cc1OC
  i | i
65	CC1CCCC(NC(=O)c2ccncc2)C1C (centres undefined)
  i | i
66	COc1cccc(Nc2nnc(SCC(=O)N3CC(C)OC(C)C3)s2)c1 (centres undefined)
  i | i
67	O=c1[nH][nH]cc1C=NCc1cccc(C(F)(F)F)c1
  i | i
68	CCS(=O)(=O)c1ccc(-c2cccc(NC(=O)COc3ccccc3)c2)nn1
  i | i
69	CC(C)(C)n1nc2c(c1NC(=O)c1ccc(Cl)c([N+](=O)[O-])c1)CS(=O)(=O)C2
  i | i
70	COc1ccc(C(=O)NCCn2cc(SCC(=O)NCC3CCCO3)c3ccccc32)cc1 (centres undefined)
  i | i
71	C/C(=N/NC(=O)CNC(=O)C1COc2ccccc2O1)c1ccc2c(c1)OCCO2 (centres undefined)
  i | i
72	CSc1nc(C)c2c(n1)N(c1ccc(O)cc1)CC2
  i | i
73	CCC(C)NC(=O)CSc1nc2n[nH]c(C)c2c(=N)n1-c1ccc(OC)cc1 (centres undefined)
  i | i
74	O=C(Cn1cc2c(n1)CCCC2)Nc1ccccc1Cl
  i | i
75	Cc1ccc2c(c1)c(N=NC(N)=S)c(O)n2Cc1ccccc1
  i | i
76	COc1cc(C(=O)NCCC(=O)NCCN2CCCCCC2)cc(OC)c1OC
  i | i
77	COc1ccc(-c2cc3c(=O)n(CC(=O)NCc4cccnc4)nc(C)n3n2)cc1
  i | i
78	Cc1ccc(CSc2[nH]c(=O)ncc2C)cc1
  i | i
79	O=C(NNC(=O)c1cccs1)c1ccc(Cl)c(Cl)c1
  i | i
80	Cc1ccnc(NC(=O)CCC(=O)N(Cc2ccco2)C(C(=O)NC(C)C)c2ccc(F)cc2)c1 (centres undefined)
  i | i
81	COc1ccc(/C=N/NC(=O)C[n+]2ccccc2)c(OC)c1OC
  i | i
82	COc1ccc(N(CC(=O)NCCc2ccccc2)C(=O)CCC(=O)Nc2ccccn2)cc1
  i | i
83	CC(=O)c1c(O)cc(C)n(Nc2nc(C)cc(C)n2)c1=O
  i | i
84	C[C@H](NC(N)=O)C(=O)OCC(=O)NCc1cccs1
  i | i
85	O=C(CCc1ccccc1O)N/N=C/c1ccc(Sc2cccc3cccnc23)o1
  i | i
86	CNC(=S)N/N=C/c1ccccc1OCC(=O)O
  i | i
87	CCCN(C(=S)Nc1ccccc1)C1CCS(=O)(=O)C1 (centres undefined)
  i | i
88	CCn1cc(C(=O)N[C@@H](CCSC)C(=O)NCCCN2CCOCC2)c(=O)c2cc3c(cc21)OCO3
  i | i
89	CC(=O)N1c2ccc(S(=O)(=O)N3CCC(C(=O)NC(C)c4ccccc4)CC3)cc2CC1C (centres undefined)
  i | i
90	Cc1cnn(C(=S)NCc2ccco2)c1
  i | i

Reprinted at random: 3 compounds from above.
Every second line gives: CHT PAM | CHT block
70	COc1ccc(C(=O)NCCn2cc(SCC(=O)NCC3CCCO3)c3ccccc32)cc1 (centres undefined)
  i | i
79	O=C(NNC(=O)c1cccs1)c1ccc(Cl)c(Cl)c1
  i | i
75	Cc1ccc2c(c1)c(N=NC(N)=S)c(O)n2Cc1ccccc1
  i | i

The list continues.
Every second line gives: CHT PAM | CHT block
91	Cc1cccc(N2CCN(C(=O)CCS(=O)(=O)c3ccc4c(c3)NC(=O)C(C)S4)CC2)c1C (centres undefined)
  i | i
92	O=Cc1cn(CC(=O)N2CCCCCC2)c2ccccc12
  i | i
93	COc1ccc(NC(=O)c2nn(C)c(C(=O)Nc3ccc(OC)cc3)c2[N+](=O)[O-])cc1
  i | i
94	Cc1ccc(C)c(NC2CCCCC2NS(=O)(=O)c2ccccc2)c1 (centres undefined)
  i | i
95	COc1ccc(NC(=O)CS(=O)CC(=O)NCC2OCCc3ccccc32)cc1 (centres undefined)
  i | i
96	O=C(OCc1nc2ccccc2[n+]([O-])c1C(=O)c1ccccc1)c1cccs1
  i | i
97	CC(C)=CCOc1ccc2ccc(=O)oc2c1
  i | i
98	Cc1cc(C)cc(NC(=O)Cn2c(-c3ccccc3Cl)nc3ccccc32)c1
  i | i
99	O=C(CC1CCCC1)NCCS(=O)(=O)N1CCN(c2ccc(F)cc2)CC1
  i | i
100	COc1ccc(S(=O)(=O)N2CC(C)N(C(=O)N(C)C)C2C(C)C)cc1 (centres undefined)
  i | i
101	COc1ccc(OC)c(N=c2oc3cc(O)ccc3cc2C(N)=O)c1
  i | i
102	Cn1cc(CN2CCN(CC(C)(C)C)C(CCO)C2)c2ccccc21 (centres undefined)
  i | i
103	COC(=O)c1sccc1-n1cc(C#N)c(=O)n(C)c1=O
  i | i
104	CC(=O)c1sc(NC(=O)c2ccc(Cn3cc(Br)cn3)o2)nc1C
  i | i
105	CCCS(=O)(=O)N1CCCC(C(=O)NC2CCCCC2)C1 (centres undefined)
  i | i
106	Cc1cccc(Nc2nnc(SCC(=O)Nc3ncc(C(F)(F)F)cc3Cl)s2)c1C
  i | i
107	O=C(NCC1CCS(=O)(=O)C1)NCC1CCS(=O)(=O)C1 (centres undefined)
  i | i
108	CCOC(=O)c1c(C)oc2ccc(OCc3cc(C(=O)OC)oc3C)cc12
  i | i
109	COC(=O)c1cccc(Nc2cc(C)nc(-c3ccccc3O)n2)c1
  i | i
110	COc1ccc(N2C(=O)CSC2c2cccc(OC)c2OC)cc1 (centres undefined)
  i | i
111	O=C(CNC(=O)c1ccncc1)N/N=C/c1cccc([N+](=O)[O-])c1
  i | i
112	COc1ccc(CSc2nncn2N)cc1[N+](=O)[O-]
  i | i
113	COc1ccc(C(=O)c2ccccc2)c2c(O)ccc(C(=O)c3ccccc3)c12
  i | i
114	Cc1ccc(CC(NC(=O)c2ccccc2)C(=O)NC(C)C(=O)O)cc1 (centres undefined)
  i | i
115	CNC(=O)COc1coc(CN2CCN(c3ccccc3)CC2)cc1=O
  i | i
116	O=C(/C=C/c1cnc2ccccc2n1)NC1CCCCCC1
  i | i
117	CCCn1c(SCC(=O)Nc2c(C)cccc2C)nnc1C(C)C
  i | i
118	CCN(CC)S(=O)(=O)c1ccc(NC(=S)NC(=O)CC(C)C)cc1
  i | i
119	COc1ccc(CC(=O)Nc2cccc(-c3ccc4nncn4n3)c2)cc1OC
  i | i
120	CCOC(=O)N1CCN(CCC(=O)Nc2ccccc2)CC1
  i | i
121	O=C(Nc1ccccc1C(=O)Nc1ccncc1)c1ccc([N+](=O)[O-])cc1
  i | i
122	COc1ccc(C(=O)c2ccc(OC)cc2OC)cc1
  i | i
123	COc1ccc(OC)c(S(=O)(=O)n2ccnc2C(C)C)c1
  i | i
124	CC(=C/c1ccccc1)/C=N/NC(=O)c1cc(C)oc1C
  i | i
125	COc1ccccc1/C=C/C(=O)OC(C)CN1CCCCC1 (centres undefined)
  i | i
126	O=C(Cn1c(=O)oc2cc(S(=O)(=O)N3CCCC3)ccc21)Nc1ccc(C(F)(F)F)cc1
  i | i
